# TTR transcr act = TTR transcription activators in neuroblastoma reporter cells, primary screen, cell-based, luminescence, SH-SY5Y, TTR promoter Gaussia luciferase; 100% = recombinant luciferase protein wells; activation, % at 16.7 µM; hit rate 1.3% among 92,000; AID 1117267, 2014;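 active = activation above the mean of all tested compounds plus 3 SD, cut at about 9.5% in these data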;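 note: cells exposed to compounds for one day before reading; 0% = median of all test compound wells on the plate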
# Active calls of the source: *. An excerpt, so the mix of outcomes need not match the whole.
SMILES,TTR transcr act
COc1ccc(OC)c(-c2csc(NC(=O)c3ccc(OCC4CCCO4)cc3)n2)c1 (stereo not given),-1.4
COc1cccc(C(=O)NNC(=O)C2CCCO2)c1 (stereo not given),0.7
Cc1ccc(S(=O)(=O)N(C)C)cc1NC(=O)CN1c2cccc3cccc(c23)S1(=O)=O,-0.2
Cc1onc(-c2ccccc2)c1C(=O)N1CCN(c2ccccc2)CC1,2.6
O=C(NC1CCCN(Cc2ccc(Cl)cc2)C1)c1cccc(N2CCCC2=O)c1 (stereo not given),-2.0
CSC1=NCCN1C(=O)Cc1ccc(-c2ccccc2)cc1,-1.2
Cc1ccc(N2C(=O)c3cccc4c(N)ccc(c34)C2=O)c2cccnc12,-2.6
COc1ccc(N(CC(=O)NCCSCc2cccc(Cl)c2)S(C)(=O)=O)cc1,-0.2
CCc1ccc(CN2CCC(n3nccc3NC(=O)c3ccccc3)CC2)o1,-1.0
COc1ccccc1-c1sc2cc3c(cc2c1C#Cc1ccccn1)OCO3,-1.1
CCn1c(O)c(/C=C2\C=Nc3ccccc32)sc1=Nc1ccc(C)cc1,-0.6
CCOc1ccc2nc(NC(=O)CN3CCC(n4nnc5cc(F)ccc54)CC3)sc2c1,-2.3
COC/C=C/C1=CC2=CC(=O)C(C)(OC(=O)C3CCCC3)C(=O)C2=CO1 (stereo not given),-0.3
COc1cc2ccc(-c3ccc4ccccc4n3)cc2cc1OC,-1.1
COc1ccc(OCCCC(=O)Nc2ncn[nH]2)cc1,-0.2
Cc1ccc(N(Cc2cc3ccccc3[nH]c2=O)C(=O)c2cccs2)cc1C,1.6
CC1CCCN1CC#CC(O)(c1ccccc1)c1ccccc1 (stereo not given),-0.9
Cc1ccc(C(=O)Nc2ccc(OCc3ccccc3)cc2)cc1[N+](=O)[O-],-1.1
CCCN1C2=NCCN2c2ccccc21,-0.2
Cc1cc(=O)oc2cc(OCC(=O)Nc3cccnc3)ccc12,1.8
Cc1ccnc(NC(=O)C23CC4CC(CC(C4)C2)C3)c1,-3.3
Cc1ccc(S(=O)(=O)N(C)C[C@@H]2OCc3cnnn3CCCC(=O)N([C@@H](C)CO)C[C@H]2C)cc1,-2.0
CC(=O)Nc1ccc(OCc2ccccc2)cc1[N+](=O)[O-],-0.1
O=C(COC(=O)c1cc(=O)[nH]c2ccccc12)NCc1ccc(Cl)cc1,0.7
Cc1ccc(CC(=O)NC2CCCc3ccccc32)cc1C (stereo not given),-0.9
COc1ccc(S(=O)(=O)CCC(=O)N2CCN(c3ccc(F)cc3)CC2)cc1,10*
CC(Oc1ccccc1)C(=O)Nc1nnc(S(=O)(=O)Nc2ccccc2)s1 (stereo not given),2.0
O=C(NCCCn1ccnc1)c1cc(Cl)cc(Cl)c1,3.5
CC(C)OC(=O)c1ccc(NCc2cc(O)ccc2O)cc1Cl,-5.9
O=S(=O)(NC1CCCCC1NCc1ccco1)c1ccccc1 (stereo not given),-1.3

# As a short view, 18 of the compounds above:
SMILES,TTR transcr act
COc1ccccc1-c1sc2cc3c(cc2c1C#Cc1ccccn1)OCO3,-1.1
CCn1c(O)c(/C=C2\C=Nc3ccccc32)sc1=Nc1ccc(C)cc1,-0.6
CCOc1ccc2nc(NC(=O)CN3CCC(n4nnc5cc(F)ccc54)CC3)sc2c1,-2.3
COC/C=C/C1=CC2=CC(=O)C(C)(OC(=O)C3CCCC3)C(=O)C2=CO1 (stereo not given),-0.3
COc1cc2ccc(-c3ccc4ccccc4n3)cc2cc1OC,-1.1
COc1ccc(OCCCC(=O)Nc2ncn[nH]2)cc1,-0.2
Cc1ccc(N(Cc2cc3ccccc3[nH]c2=O)C(=O)c2cccs2)cc1C,1.6
CC1CCCN1CC#CC(O)(c1ccccc1)c1ccccc1 (stereo not given),-0.9
Cc1ccc(C(=O)Nc2ccc(OCc3ccccc3)cc2)cc1[N+](=O)[O-],-1.1
CCCN1C2=NCCN2c2ccccc21,-0.2
Cc1cc(=O)oc2cc(OCC(=O)Nc3cccnc3)ccc12,1.8
Cc1ccnc(NC(=O)C23CC4CC(CC(C4)C2)C3)c1,-3.3
Cc1ccc(S(=O)(=O)N(C)C[C@@H]2OCc3cnnn3CCCC(=O)N([C@@H](C)CO)C[C@H]2C)cc1,-2.0
CC(=O)Nc1ccc(OCc2ccccc2)cc1[N+](=O)[O-],-0.1
O=C(COC(=O)c1cc(=O)[nH]c2ccccc12)NCc1ccc(Cl)cc1,0.7
Cc1ccc(CC(=O)NC2CCCc3ccccc32)cc1C (stereo not given),-0.9
COc1ccc(S(=O)(=O)CCC(=O)N2CCN(c3ccc(F)cc3)CC2)cc1,10*
CC(Oc1ccccc1)C(=O)Nc1nnc(S(=O)(=O)Nc2ccccc2)s1 (stereo not given),2.0

# Continuation:
SMILES,TTR transcr act
CC(C)[C@H](NS(=O)(=O)c1ccccc1)C(=O)OCc1cc([N+](=O)[O-])cc2c1OCOC2,1.9
Cc1oc(-c2ccccc2)nc1C(=O)O,-1.8
CCCOc1ccc(-c2nc(CSCC(=O)NC3CC3)c(C)o2)cc1,-0.6
OC1CCCN(c2ncnc3c2nnn3Cc2c(F)cccc2Cl)C1 (stereo not given),0.4
O=c1cc(CO)oc(C(Nc2ccccn2)c2ccc(C(F)(F)F)cc2)c1O (stereo not given),1.8
CCOC(=O)c1ccc(NC(=O)c2nc[nH]c2C(=O)NC[C@@H](C)O)cc1,-0.4
COc1ccc(CC(=O)Nc2cc(S(=O)(=O)N3CCOCC3)ccc2N2CCCC2)cc1OC,-2.8
O=C(Nc1ncc([N+](=O)[O-])s1)c1cccs1,-1.4
CCOc1cc(-c2noc(-c3ccncc3)n2)cc(Br)c1OC,0.7
O=C(Nc1ccc(F)c(Cl)c1)C1CCN(S(=O)(=O)c2cccnc2)CC1,-1.5
O=C(CSc1nc(-c2ccc(Cl)cc2)cs1)Nc1cccc([N+](=O)[O-])c1,-1.1
Cc1ccc2oc(-c3ccccc3C(=O)O)cc(=O)c2c1,-4.0
O=C(N/N=C/c1ccsc1)c1ccccn1,-1.0
COc1ccc(C2/C(=C(/O)c3ccc(F)cc3)C(=O)C(=O)N2c2ccccn2)cc1OC (stereo not given),-0.2
CC(NC(=S)Nc1ccccc1)C(c1cccs1)N1CCOCC1 (stereo not given),-1.1
O=C(NCCN1CCOCC1)N1c2ccccc2Sc2ccccc21,0.5
CC1CN(C(=O)Nc2ccc(F)cc2)C2(CCCCCC2)O1 (stereo not given),6.5
CCN1CCN=C1Nc1ccccc1,5.5
Cc1cc(C)n(CC(=O)N/N=C/c2ccc3c(c2)OCO3)n1,2.2
Cc1cc(C)cc(N=c2c([N+](=O)[O-])nn(-c3cccc(Cl)c3)n2O)c1,-2.3
COc1ccc(OC)c(C2CC(=O)C(C)C(c3cc(OC)ccc3OC)N2)c1 (stereo not given),1.4
COCCn1nc2cc(C(=O)NCc3cc(C(F)(F)F)cc(C(F)(F)F)c3)ccc2c1OC,-2.2
COc1ccc(OC(C)C(=O)Nc2ccccc2F)cc1 (stereo not given),-2.2
O=C(COC(=O)c1ccc(F)cc1)NCC1COc2ccccc2O1 (stereo not given),1.4
COc1ccc2c(CC(=O)OCC(=O)NC(N)=O)coc2c1,1.1
O=c1c([N+](=O)[O-])c[nH]c2ccccc12,0.3
COc1cccc(CNn2cn[nH]c2=S)c1OCc1ccccc1,-0.6
Cc1oc(-c2ccc(Cl)cc2)[n+]([O-])c1C,0.8
COc1ccc(-n2nc(C(=O)O)c3ccccc3c2=O)cc1,-1.4
CCCN=C1NC(=O)C(CC(=O)NCCc2ccc(OC)c(OC)c2)S1 (stereo not given),-0.9
CCCN(CCC)CCCNc1ccc(C(=O)Nc2cccc(OC)c2)cc1[N+](=O)[O-],-1.1
COc1cccc(C#Cc2ccc3c(c2)O[C@@H](CN(C)C(=O)c2ccccn2)[C@@H](C)CN([C@H](C)CO)S3(=O)=O)c1,-3.0
N#CCCn1nc(-c2ccc(Cl)cc2)cc1Nc1ccccc1NC(=O)C(F)(F)F,-0.5
C=CCNCCOCCOc1ccccc1-c1ccccc1,-1.5
OC(c1cccc(Cl)c1)c1nccc2ccccc12 (stereo not given),1.4
Cn1cnnc1SCC(=O)c1cc2ccccc2o1,0.7
Clc1ccccc1-c1nn2c(-c3ccccn3)nnc2s1,0.3
COC(=O)c1ccccc1OCCCN(C)C,0.4
Cc1ccc(Cl)cc1NC(=O)COC(=O)CCN1C(=O)C2CC=CCC2C1=O (stereo not given),-1.6
CC(C)=CCN1CCN(Cc2cn[nH]c2C2CCCCC2)CC1CCO (stereo not given),4.8
Cc1ccc(C2=NNC(=O)C(c3ccc(Cl)cc3)C2)cc1 (stereo not given),5.0
Cc1ccc(C(=O)N2CCCC(CCC(=O)NCc3ccccc3F)C2)cn1 (stereo not given),3.4
COc1ccc(CC(=O)Oc2ccc(Cl)cc2Br)cc1S(=O)(=O)N1CCOCC1,-0.5
CCOc1ccc(NC(=O)CN(C)C(=O)c2ccc3c(c2)C(=O)N(CCC(C)C)C3=O)cc1OCC,4.1
COc1ccccc1/C=C/C(=O)NCc1ccccn1,1.1
O=[N+]([O-])c1cccc(S(=O)(=O)N2CCc3ccccc3C2)c1,7.4
Nc1c(C(=O)CSc2nnnn2-c2ccccc2)c(=O)[nH]c(=O)n1C1CC1,4.2
CCc1cccc2c(C(=O)C(F)(F)F)cn(CC(=O)N3CCOCC3)c12,3.4
Cc1nc2ccccc2c(=O)n1/N=C/c1cn[nH]c1-c1ccccc1,-1.6
CNC(=O)c1c(C)nn(-c2ccc(F)c(Cl)c2)c1-c1cc(C)on1,-0.9
O=C(N/C(=C\c1ccco1)C(=O)N1CCOCC1)c1ccc([N+](=O)[O-])cc1,-0.3
CC(=O)N(CCS(=O)(=O)c1ccc(Cl)cc1)Cc1cccs1,0.1
CCOC(=O)N1CCN(c2c(NCCc3ccc(C)cc3)c(=O)c2=O)CC1,2.4
CC(=O)c1cccc2c(O)c(C3=Nc4ccccc4C3=O)[nH]c12,0.9
O=C(O)C1CCCCC1C(=O)Nc1cnn(Cc2ccccc2)c1 (stereo not given),-2.2
CCOc1ccc(S(=O)(=O)NCC2CCCO2)c2ccccc12 (stereo not given),0.5
COc1cc(/C=C(/C#N)C(=O)Nc2ccccc2)ccc1OCc1ccc(C(=O)O)cc1,2.2
CCOC(=O)N1CCN(S(=O)(=O)c2ccc(C(=O)N(CCN(C)C)c3nc4c(C)cccc4s3)cc2)CC1,0.8
O=C(NCc1ccncc1)c1ccc(Oc2ccccc2)cc1,-3.4
CCN(CC)S(=O)(=O)c1ccc(OC)c(NC(=O)CSCc2c(C)noc2C)c1,1.9

# Following part
SMILES,TTR transcr act
CN(C(=O)COC(=O)c1ccc(S(=O)(=O)N2CCOCC2)cc1)c1ccccc1,2.1
O=C(CSc1nc2ccccc2c(=O)[nH]1)Nc1cccc([N+](=O)[O-])c1,-0.8
COC1CCN(C(=O)c2ccc3oc(Cc4ccc(Cl)cc4)nc3c2)CC1,-1.0
O=C(NCc1cccs1)C1CCN(c2nc3ccccc3o2)CC1,0.3
Cc1ccc(NC(=O)COc2ccccc2C(=O)NCc2ccccc2)cc1,1.8
Cc1c(NC(=O)C(C)Sc2ccccc2)c(=O)n(-c2ccccc2)n1C (stereo not given),-1.9
C[C@@H]1COc2cc(Br)ccc2S(=O)(=O)N1Cc1cn(CCC2OCCO2)nn1,1.2
CCN(CC)S(=O)(=O)c1cccc(C(=O)Nc2cc(C)nn2-c2ccccc2)c1,-0.2
CC(C)c1cc(Cn2c3ccccc3c(=O)n2C(C)Cn2cc(C3=CCCCC3)nn2)on1 (stereo not given),-1.6
Cc1ccc(SCC(=O)OCc2csc(CC(=O)Nc3ccccc3C)n2)cc1C,0.6
CCCCNC(=O)c1cc2c(C)cc(C)cc2[nH]1,-0.3
Cc1nc(-c2ccccc2OC(F)(F)F)[nH]c(=O)c1Cl,0.0
FC(F)(F)c1nnc2c(Sc3ccccc3)nc3ccccc3n12,1.0
CSC(=S)N/N=C(\C)c1ccc(Br)cc1,-3.0
CCOc1cccc(Nc2ccc([N+](=O)[O-])cn2)c1,-2.3
CC[C@H](C)[C@H]1CNC(=O)C(=O)N1CC1CCN(CC2CCC(C)CC2)CC1 (stereo not given in full),-0.9
N#Cc1ccc(CSc2ccccn2)c(Cl)c1,-0.3
O=C(COc1cccc(-n2cnnn2)c1)NC1CCCCC1,0.1
COc1ccc(C(=O)CN2CCN(CCN3C(=O)c4cccc5cccc(c45)C3=O)CC2)cc1,-0.9
COc1ccccc1-c1nnc(NC(=O)CCS(=O)(=O)c2ccccc2)o1,1.8
O=C(CSc1nc2c(sc3ccccc32)c(=O)n1Cc1ccco1)NCC1CCCO1 (stereo not given),-0.3
CN(C)c1ccc2c3c(ccc(N(C)C)c13)C(=O)OC2,1.6
Cc1cc(C)c(C(=O)NC2CC(C)(C)Cc3c2cnn3-c2cccc(F)c2)[nH]1 (stereo not given),-2.1
CCC(=O)Nc1ccc(C(=O)Cn2nc(C(=O)O)c3ccccc3c2=O)cc1,-1.6
C=CC[C@@H](CC(=O)N[C@H](CO)Cc1ccccc1)C(=O)N[C@H](COC(=O)[C@@H](CC=C)Cc1ccc(F)cc1)Cc1ccccc1,-1.4
O=C(C1CCC(=O)N1Cc1cccnc1)N1CCN(c2ccc(F)cc2)CC1 (stereo not given),1.0
COc1cccc(-n2nc(C(C)=O)c(C#N)c2-c2ccco2)c1,-1.2
Cc1nc2ccccc2n1CC(=O)c1ccc(O)c(O)c1,0.4
COc1ccc(C)cc1NS(=O)(=O)c1ccc2c(c1)oc(=O)n2C,-0.4
C=CCOc1ccccc1CN1CCC(CO)(CCOc2ccccc2)CC1,-0.3
O=C(NC(=S)Nc1ccc(CN2CCOCC2)cc1)c1cccc([N+](=O)[O-])c1,-1.7
Cc1cnc(NC(=O)CSc2ncn(-c3ccccc3)n2)s1,5.6
Cc1ccc(OCC(=O)NCc2cccnc2)cc1,-0.8
C[C@@H]1CC=C[C@H]2[C@H]1C(=O)N(Cc1ccccc1)[C@H]2c1ccc2ccccc2c1Br,-8.2
O=C1NC(Cc2ccccc2)c2nc3ccccc3c(=O)n2-c2ccc(Cl)cc21 (stereo not given),-0.4
c1ccc(CN2CCC(CNc3ncnc4ccccc34)C2)cc1 (stereo not given),0.2
O=C(O)c1cccc(N/N=C/c2sc(N3CCOCC3)nc2-c2ccccc2)c1,0.6
CO/N=C/NC(=O)c1c(OC)ccnc1Oc1ccc(F)cc1,0.8
